# GRIN3A LBD mod: modulators (binders) of human NR3A ligand-binding domain; NR3A LBD differential scanning fluorimetry, Tm shift; 0% = protein alone, 100% = glycine-bound protein; hit rate 2.5% among 340,000; AID 1259313; Tm shift relative to glycine control, % at 25 µM;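 active = melting temperature shift of at least 10% of the positive control shift, at one fixed dose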
# ATG4B inh: ATG4B (human) cysteine protease inhibition. hit rate 0.51% among 340,000. Q9Y4P1. ATG4B cleavage of LC3-PLA2, NBD-HPC fluorescence, 1 h. inhibition, % at 8.33 µM; in the data active = inhibition above about 40%
# SENP8 block: SENP8 (human) protease inhibition. Q96LD8. recombinant SENP8, Nedd8 substrate fluorescence. inhibition, % at 20 µM. hit rate 0.64% among 360,000. AID 602440; in the data active = inhibition mostly above about 40%, no sharp cut-off; inactive = mostly below about 27%
# Target sequence (Q96LD8 whole entry, looked up): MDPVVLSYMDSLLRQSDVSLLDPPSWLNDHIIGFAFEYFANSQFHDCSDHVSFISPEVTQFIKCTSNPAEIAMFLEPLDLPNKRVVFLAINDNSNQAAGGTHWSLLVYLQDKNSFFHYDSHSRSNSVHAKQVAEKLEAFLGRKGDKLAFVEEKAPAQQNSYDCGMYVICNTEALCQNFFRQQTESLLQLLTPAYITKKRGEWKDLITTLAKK
# SENP1 FRET inh: blocks the human SENP1 SUMO protease catalytic domain; Q9P0U3; recombinant SENP1 catalytic domain, CyPet-SUMO1-YPet FRET cleavage; inhibition, % at 10 µM; hit rate 0.21% among 360,000; AID 624204;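 active = inhibition at least 30% at 10 µM, raw YFP signal under a set limit, fluorescence ratio 0.5 to 1.5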;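 also: 0% = enzyme with DMSO and 100% = no enzyme wells; some results filed as inactive read as strong as hits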
# Target sequence (Q9P0U3 419-644 limits assumed): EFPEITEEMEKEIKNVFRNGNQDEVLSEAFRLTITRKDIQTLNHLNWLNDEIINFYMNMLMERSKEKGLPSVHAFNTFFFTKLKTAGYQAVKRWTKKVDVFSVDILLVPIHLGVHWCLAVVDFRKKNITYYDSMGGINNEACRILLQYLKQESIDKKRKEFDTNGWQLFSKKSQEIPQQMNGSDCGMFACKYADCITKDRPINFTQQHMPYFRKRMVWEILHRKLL
#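 Assay system: hSENP1 catalytic domain, recombinant. Amount: SENP1 enzyme, 20 pM final. Schedule: 50 min reaction, RT, dark. Technique: FRET, CFP and YFP emission. Control set: no-enzyme wells low, DMSO-plus-enzyme wells high control.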
# hIAP activ: human IAP activation; hit rate 0.16% among 330,000; activation factor at 10 µM; AID 2524; purified human IAP, CDP-Star luminescence, 30 min; stronger effect = higher value; 1 = vehicle-only enzyme, 0 = enzyme-free background; P09923;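 active = activation factor of the enzyme at least 2-fold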; also: the source names both 10 and 20 µM as test concentration; values of inactives mirror those of a sister screen read the other way
# Target sequence (P09923 whole entry, looked up): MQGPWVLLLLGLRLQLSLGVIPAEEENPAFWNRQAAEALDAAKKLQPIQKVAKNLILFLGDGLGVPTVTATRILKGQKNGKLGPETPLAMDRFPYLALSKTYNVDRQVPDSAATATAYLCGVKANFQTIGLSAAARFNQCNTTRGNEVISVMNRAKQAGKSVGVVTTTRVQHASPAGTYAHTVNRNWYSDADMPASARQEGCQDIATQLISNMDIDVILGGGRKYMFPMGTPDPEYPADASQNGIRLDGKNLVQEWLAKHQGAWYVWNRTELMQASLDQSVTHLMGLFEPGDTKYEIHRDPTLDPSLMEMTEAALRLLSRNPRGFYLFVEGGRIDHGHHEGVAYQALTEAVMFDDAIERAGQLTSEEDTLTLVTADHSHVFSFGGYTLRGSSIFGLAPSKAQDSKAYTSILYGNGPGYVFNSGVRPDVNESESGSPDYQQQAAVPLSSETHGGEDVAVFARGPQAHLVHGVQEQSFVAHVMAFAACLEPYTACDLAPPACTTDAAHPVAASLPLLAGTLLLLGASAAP
# PfGluPho inh: PfG6PD (Plasmodium falciparum) enzyme inhibition; PfGluPho enzyme, NADPH resazurin-diaphorase fluorescence; inhibition, % at 20 µM; hit rate 0.78% among 350,000; AID 504690;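 active = inhibition reaching at least a set limit at 20 µM in the primary screen, cut at about 59% in these data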;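 also: 0% = DMSO wells with substrate and 100% = DMSO wells lacking glucose-6-phosphate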
# MPTP inh: permeability transition pore inhibition; AID 602449; inhibition, % at 10 µM; hit rate 1.4% among 360,000; isolated mouse mitochondria, Ca2+ swelling absorbance, 30 min;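 active = inhibition of 50% or more, scaled per plate between neutral and stimulator controls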;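 also: 0% = DMSO wells given calcium and 100% = 1 mM EGTA wells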
# SENP6 block: SENP6 protease inhibition | Q9GZR1 | Recombinant SENP6 catalytic domain, aminoluciferin luminescence | inhibition, % at 10 µM | hit rate 1.8% among 330,000 | AID 2599;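 active = inhibition above about 50% at the single tested dose, limit read from the data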;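 also: plate controls were DMSO wells with enzyme for no effect and DMSO wells lacking enzyme for full effect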
# * = called active by the depositor; . = not tested or not shown.
nr	structure	GRIN3A LBD mod	ATG4B inh	SENP8 block	SENP1 FRET inh	hIAP activ	PfGluPho inh	MPTP inh	SENP6 block
1	C=CCNC(=O)/C(=C\c1ccc([N+](=O)[O-])cc1)NC(C)=O	0	1	14	0	1	6	-2.8	-23
2	CN(C(=O)c1ccc(=O)n(Cc2ccc(Cl)cc2)c1)c1ccccc1	-2	3	9	1	1	-7	-1.7	-2
3	O=C(CN1CCN(S(=O)(=O)c2ccc(Cl)s2)CC1)NCc1ccc(Cl)cc1	-1	-10	25	0	0.74	-3	2.9	3
4	COc1ccc(-n2c(=O)cc(N3CCc4ccccc43)[nH]c2=O)cc1	1	-2	-7	0	0.95	-10	-0.1	-4
5	O=C(Cc1ccccc1)NS(=O)(=O)c1ccc(N=NN2CCOCC2)cc1	1	-2	20	2	1.1	-22	0.7	-3
6	CC(=O)c1c(C)[nH]c(C(=O)CN2C(=O)NC(C)(c3ccc(C)cc3)C2=O)c1C (configuration not stated)	2	-5	16	5	1.1	-5	-1.0	-2
7	COCCNC(=O)C(c1cccc(OC)c1)N(C(=O)Cn1nnc2ccccc21)c1cccnc1 (configuration not stated)	1	-2	8	3	1.1	2	-1.9	-6
8	CCCc1nn(C)c(C(=O)Nc2ccc(C)c(C)c2)c1Cl	8	13	7	-1	1	21	1.4	-3
9	CC(C)NC(=O)Nc1ccc2c(c1)C(=O)N([C@H](C)CO)C[C@H](C)[C@@H](CN(C)S(=O)(=O)c1ccccc1)O2	0	5	9	0	1.3	-10	0.8	-13
10	COC(=O)c1cn(C(=O)c2cc(Cl)ccc2Cl)c2ccccc12	0	-2	18	0	1.1	-8	-0.1	-6
11	Cc1cc2cc3c(cc2nc1SCC(=O)OC(C)C)OCCO3	-3	-5	-25	3	1.1	9	0.8	-10
12	CNC(=O)COc1coc(CN2CCN(Cc3ccccc3)CC2)cc1=O	2	-3	11	1	0.67	2	0.2	1
13	c1ccc(C2NCCNC2c2ccccc2)cc1 (configuration not stated)	-1	-1	16	1	.	1	0.6	.
14	Cc1sc2ncnc(N3CCN(Cc4ccccc4)CC3)c2c1-c1ccccc1	-1	8	0	-2	0.95	21	-1.6	-10
15	COc1ccc(C2CC(c3ccccc3)=NN2C(=O)COC(=O)c2nc3nc(C)cc(C)n3n2)cc1 (configuration not stated)	-3	2	13	-1	0.9	-8	0.3	-14
16	COc1ccc2cc1Oc1ccc(cc1)C[C@H]1c3cc(c(OC)cc3CCN1C)Oc1c(OC)c(OC)cc3c1[C@H](C2)N(C)CC3	-2	-5	10	0	0.94	4	77*	-4
17	COc1ccc(/C=C/C(=O)N/C(=C\c2ccco2)C(=O)NCCc2nc3ccccc3[nH]2)cc1	-5	-14	2	23	1.1	-10	0.1	-1
18	C#CC(CC)(CC)NC(=O)c1ccc(Br)s1	1	-6	14	1	1	12	-0.8	-3
19	CC(NC(=O)Nc1ccccc1)C(c1cccs1)N1CCN(C)CC1 (configuration not stated)	0	2	24	2	0.97	-5	-0.2	-16
20	COc1ccc(NC(=S)N2CCC(C(=O)c3ccc(C)cc3)CC2)cc1	0	1	11	7	1.2	-5	-0.5	8
21	CCN(CC)C(=O)Cn1nc(-c2ccncc2)nc1SCC(=O)Nc1ccc(OC)cc1	1	-2	-10	-4	1.3	0	-0.2	-10
22	CC(=O)N1CCC(C(=O)Nc2cc(C)cc(C)c2)CC1	1	-7	16	1	1.1	5	-0.7	-24
23	Cc1cc(C(=O)N2CCN(c3ccccc3Cl)CC2)c(C)o1	-1	7	5	-7	1	4	-1.2	0
24	COc1ccc(NC(=O)CS(=O)(=O)c2cn(CC(=O)N3CCOCC3)c3ccccc23)cc1OC	2	-10	7	-2	1.3	39	-0.3	6
25	CSc1nc(O)c(C(c2ccc(F)cc2)c2c(O)nc(SC)[nH]c2=O)c(=O)[nH]1	-3	-5	17	1	0.89	-5	3.1	-3

# Next results
nr	structure	GRIN3A LBD mod	ATG4B inh	SENP8 block	SENP1 FRET inh	hIAP activ	PfGluPho inh	MPTP inh	SENP6 block
26	O=C(NCc1ccccc1Cl)C1CCCN(c2ncnc3c2nc2n3CCCCC2)C1 (configuration not stated)	-2	14	15	0	1.5	-9	-1.4	-22
27	COc1ccccc1CNC(=O)CCC(=O)N1CCOc2ccc(Cl)cc21	-2	-8	16	2	0.94	-3	0.8	-15
28	Cc1ccc(N2CCN(C(=O)c3cc(-c4ccc(F)cc4)[nH]c3C)CC2C)cc1 (configuration not stated)	-3	-17	13	-9	0.93	23	-0.3	-6
29	COc1cc(/C=C2/C(=O)NN(c3ccc(Cl)cc3)C2=O)ccc1OC(=O)c1ccco1	-1	6	25	0	0.97	-11	6.9	9
30	COCc1cc(C)c(C#N)c(=S)[nH]1	-8	10	-12	-9	0.97	70*	0.8	-13
31	COc1ccc(-c2nc3ccccc3c(=O)n2CCOc2ccccc2C)cc1	-2	6	-27	2	1.2	0	0.8	-9
32	CCc1nnc(NS(=O)(=O)c2ccc(NC(=O)c3cc(Cl)ccc3OC)cc2)s1	5	0	-17	0	1.2	3	-0.4	-16
33	CCOC(=O)C1(Cc2cccc(OC)c2)CCCN(C(=O)c2ccccc2C)C1 (configuration not stated)	0	-6	13	2	1.2	-5	2.4	-10
34	CCNC(=O)C(=O)NCCc1ccc(Cl)cc1	2	12	9	2	0.95	-7	-1.6	-3
35	O=C(NN=C1CCCCCCC1)c1ccc(F)cc1	0	-6	7	2	1.1	-3	-1.5	12
36	COc1ccc2c(c1OC)C(=O)N1C2SC[C@H]1C(=O)NCCC(C)C (some centres not stated)	-1	-16	-292	-11	0.93	15	0.4	13
37	O=C(Nc1ccccc1)NC1CCN(Cc2c(F)cccc2Cl)CC1	6	5	19	0	0.83	-13	6.4	-8
38	O=C(C1=NOC(CNc2ncc(C(F)(F)F)cc2Cl)C1)N1CCOCC1 (configuration not stated)	2	5	3	4	1.1	-11	-0.8	-13
39	O=C(C1CC1)N1CCc2cc(S(=O)(=O)NCCC3=CCCCC3)ccc21	-15	-11	27	0	0.97	-10	62*	-4
40	Cc1ccc(NC2=C(NCCO)C(=O)c3ccccc3C2=O)cc1	0	4	-44	-19	1.2	3	1.8	70*
41	COc1ccc(C(=O)N2CCN(C(=O)c3ccc(-c4ccccc4)cc3)CC2)cc1OC	-2	-10	-14	2	1.1	2	-0.6	-6
42	CC(C)c1ccc(C2C(C(=O)c3ccco3)=C(O)C(=O)N2CC2CCCO2)cc1 (configuration not stated)	1	3	4	0	0.9	-2	4.3	-4
43	O=C(/C=C/c1ccc([N+](=O)[O-])s1)N1CCN(c2ccccc2)CC1	1	1	34	-22	1.3	30	3.6	11
44	CC1Cc2ccccc2N1c1ncnc2c1nnn2Cc1ccccc1 (configuration not stated)	1	-9	-91	0	1	7	-0.3	-13
45	O=C(CN1C(=O)c2ccccc2S1(=O)=O)c1ccccc1	-1	-1	2	4	1.1	3	-1.4	6
46	COCCNS(=O)(=O)c1ccc(F)c(OC)c1	-1	5	13	-1	1	-9	-1.5	-10
47	OCCC1CN(C/C=C/c2ccco2)CCN1Cc1ccccc1 (configuration not stated)	-1	-4	9	-8	1.2	13	0.3	12
48	O=C(Oc1cccc([N+](=O)[O-])c1)C1CCN(C(=O)c2ccc(F)cc2)CC1	8	0	8	2	1.1	-4	-1.1	4
49	C/C=C(/C)C(=O)O[C@@H]([C@H](O)c1cc2ccc(=O)oc2cc1OC)C(C)(C)O[C@@H]1O[C@H](CO)[C@@H](O)[C@H](O)[C@H]1O	-2	-2	-468	-1	0.92	5	-2.5	6
50	CC(=O)Nc1ccc(C(=O)NNC(=O)c2cc([N+](=O)[O-])cc([N+](=O)[O-])c2)cc1	-3	3	22	-1	1.1	-17	1.7	0

# Results in sequence from above:
# Entries 18–27 in GRIN3A LBD mod: 1, 0, 0, 1, 1, -1, 2, -3, -2, -2

# Next part:
nr	structure	GRIN3A LBD mod	ATG4B inh	SENP8 block	SENP1 FRET inh	hIAP activ	PfGluPho inh	MPTP inh	SENP6 block
51	Oc1cccc(C=Nc2cccc3ccccc23)c1O	1	24	-314	-44	1.1	45	2.9	54*
52	C[C@@H]1CN([C@H](C)CO)C(=O)CCCn2nncc2CO[C@H]1CN(C)S(=O)(=O)c1ccccc1	.	.	9	-1	.	10	3.6	.
53	COC(=O)c1cccc(C(=O)Nc2ccc(C)cc2Br)n1	1	-7	13	3	0.89	3	0.1	-16
54	CCOC(=O)C1CCN(C(=O)CC2(CC(=O)O)CCCC2)CC1	1	3	15	3	1	-16	2.2	-15
55	CCCC(C)NC(=O)c1nc(-c2ccccc2)n(-c2ccccc2)n1 (configuration not stated)	-4	-9	12	1	0.98	9	-1.2	-4
56	O=c1[nH]c(Nc2nc3ccccc3o2)nc2c1CCCC2	-2	18	-34	-2	1	9	0.3	35
57	O=C(CC(=O)N/N=C\c1ccccc1)NCCc1ccccc1	1	-4	6	0	1.1	45	0.2	26
58	Cc1ccc(C)c(N(C(=O)CNC(=O)c2ccco2)C(C(=O)NC2CCCCC2)c2cccnc2)c1 (configuration not stated)	-1	-6	0	1	1.1	8	-1.0	-6
59	O=C(NCc1cccs1)c1ccc2c(c1)OCCO2	-2	-8	9	3	1.6	5	-0.2	-8
60	O=C(c1cnccn1)N1CCN(c2ccccc2)CC1	1	-7	7	0	1.1	6	-0.2	-7
61	Cc1ccc(-c2nnn(CCOc3cccc(Br)c3)n2)cc1	-3	3	20	-1	0.77	8	0.6	-15
62	Cc1cccc(C)c1NC(=O)c1cnn(-c2ccccc2)c1C	-1	4	15	2	0.93	-36	0.4	-20
63	COc1cc(/C=C/C(=O)OCC(=O)NC(=O)NC2CCCCC2C)ccc1OC(F)F (configuration not stated)	-1	3	-51	3	1	7	-0.6	-9
64	O=C1C2CC=CCC2C(=O)N1Nc1ccccc1 (configuration not stated)	0	3	1	0	0.97	-6	-0.9	-2
65	CC(=O)Nc1ccc2c(c1)nc1n2CCN(C2CCCCC2)C1	1	-2	-438	-18	.	8	-0.1	.
66	COC(=O)c1cc(S(=O)(=O)N2CCN(Cc3ccccc3)CC2)c[nH]1	-3	2	22	1	0.97	-8	-0.8	7
67	CC(C)n1cnnc1SCC(=O)Nc1cccc(S(=O)(=O)N(C)c2ccccc2)c1	1	-1	30	2	0.89	-9	0.2	1
68	O=C(/C=C/c1ccc2c(c1)OCO2)Nc1nncs1	0	-3	-427	-2	1.2	0	2.1	60*
69	CCN(CCCNC(=O)CNC(=O)Cn1cnc2ccccc2c1=O)c1cccc(C)c1	0	-1	22	-1	1.1	-2	0.4	-7
70	COc1cc([N+](=O)[O-])ccc1NC(=O)CN1CCN(C(=O)c2ccco2)CC1	1	-1	-4	0	1.1	-3	-0.9	5
71	Cc1cccn2c(=O)c3cc(C(N)=S)c(=N)n(CCCOC(C)C)c3nc12	-3	-1	-345	-25	0.91	24	8.8	37
72	CCCCOC(=O)CCn1c(=S)oc2ccccc21	1	12	7	1	1.1	10	-0.2	-2
73	CCN(CC)C(=O)Cn1cc(C(=O)C(=O)Nc2ccc3c(c2)OCO3)c2ccccc21	.	.	19	0	.	4	0.3	.
74	CC(=O)c1ccc(NC(=O)CNc2cc(S(=O)(=O)N3CCOCC3)ccc2N2CCCC2)cc1	0	-15	-7	-3	1.1	6	-1.7	-8
75	CCN(CC)CCCN(Cc1cc2cc3c(cc2[nH]c1=O)OCCO3)C(=O)Nc1ccc(F)cc1	3	2	-430	-1	0.97	9	-1.5	3
76	CN(C)S(=O)(=O)c1ccc(NC(=O)c2cc(-c3cccs3)nc3ccccc23)cc1	-14	-8	-281	-2	0.87	11	2.3	-12

# Full records from above. Values in the order: GRIN3A LBD mod, ATG4B inh, SENP8 block, SENP1 FRET inh, hIAP activ, PfGluPho inh, MPTP inh, SENP6 block
# CCOC(=O)C1CCN(C(=O)CC2(CC(=O)O)CCCC2)CC1 is entered as 1, 3, 15, 3, 1, -16, 2.2, -15
# Cc1ccc(C)c(N(C(=O)CNC(=O)c2ccco2)C(C(=O)NC2CCCCC2)c2cccnc2)c1 (configuration not stated) is entered as -1, -6, 0, 1, 1.1, 8, -1.0, -6
# COc1cc([N+](=O)[O-])ccc1NC(=O)CN1CCN(C(=O)c2ccco2)CC1 is entered as 1, -1, -4, 0, 1.1, -3, -0.9, 5
